N370S GC = N370S glucocerebrosidase modulation, Gaucher chaperone candidate; AID 2101; N370S GC spleen homogenate, 4MU-glucoside fluorescence; Potency, µM (titrated, usually from 59.4 µM), for the others: top-dose activity change, negative = inhibition, actives largely listed as inhibitors; 330,000 compounds, 0.092% hits; P04062;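 note: 0% = full enzyme activity and -100% = no enzyme basal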
DT40 TDP1 CPT = DT40-hTDP1 cell growth loss with CPT; chicken DT40 Tdp1-/-;hTDP1 cells + 20 nM CPT, ATP luminescence, 48 h; Potency, µM (highest dose often 46.2 µM), for the others: at the top dose activity change, negative = growth inhibition, most hits filed as inhibitors; 420,000 compounds, 12% hits; AID 686979; note: nearly all actives have a fitted effect of over 55% in size
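Chicken DT40 Tdp1-/- cells complemented with human TDP1, 400 cells/well, exposed to compounds plus 20 nM camptothecin for at least 48 h at 37 C; viability read as ATP content by CellTiter-Glo luminescence.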
FEN1 inhibitor = human FEN1 inhibition; P39748; Recombinant FEN1 flap cleavage, fluorescence, 15 min; Potency, µM (highest dose often 114 µM), for inactives: at the highest dose activity change, negative = inhibition, actives largely listed as inhibitors; 390,000 compounds, 0.35% hits; AID 588795; note: nearly all actives have a fitted effect of over 65% in size
Target sequence (P39748 whole entry, looked up): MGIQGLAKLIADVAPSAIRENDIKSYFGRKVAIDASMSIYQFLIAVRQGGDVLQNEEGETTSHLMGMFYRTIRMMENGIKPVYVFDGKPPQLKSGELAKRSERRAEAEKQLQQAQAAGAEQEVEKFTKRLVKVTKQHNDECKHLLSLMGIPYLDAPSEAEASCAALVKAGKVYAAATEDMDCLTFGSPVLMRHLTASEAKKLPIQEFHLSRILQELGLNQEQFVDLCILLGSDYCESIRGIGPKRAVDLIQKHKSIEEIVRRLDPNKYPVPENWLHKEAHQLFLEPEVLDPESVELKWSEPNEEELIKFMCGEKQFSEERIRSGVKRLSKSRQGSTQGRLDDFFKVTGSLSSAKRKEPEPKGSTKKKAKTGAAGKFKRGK
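Nuclease activity of 10 nM FEN1 was measured after 15 min of room-temperature exposure to titrated compounds, by adding 50 nM flap substrate and reading plates at 0 and 15 min.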
The depositor's hits bear a star; ? = inconclusive; · = not tested or not shown. Calls come from the whole dose curve; as a rule, active = well fitted curve in the direction sought with a large enough effect; inconclusive = small, poorly fitted or top-dose-only effect, or another doubt; inactive = no such curve, though single readings can be large; an effect the other way counts as inactive or inconclusive. Unless noted, % is set by controls: 0 for no effect and ±100 for the full control effect; potency is the fitted concentration of half-maximal effect. A portion of the library. The share of hits here may be higher or lower than overall.

SMILES	N370S GC	DT40 TDP1 CPT	FEN1 inhibitor
CCc1ccc(C(=O)NNC(=O)C2CC(=O)N(c3ccc4c(c3)OCCO4)C2)cc1 (stereo unspecified)	·	-14.0%	15.2%
Cc1ccc(-n2ccc(=O)c(C(=O)Nc3ccc(S(=O)(=O)Nc4nccc(C)n4)cc3)n2)cc1	-5.3%	?	-15.6%
O=C1c2cc(S(=O)(=O)NCCCO)ccc2-c2ccc(S(=O)(=O)NCCCO)cc21	0.9%	-12.0%	-17.9%
CCOc1ccccc1CN1CCN(Cc2cccc3nonc23)CC1CCO (stereo unspecified)	-10.9%	-24.6%	13.3%
CCOC(=O)C1=C(C)NC(=S)NC1c1ccc(-c2ccc(Cl)cc2)o1 (stereo unspecified)	-10.0%	?	-14.7%
Cc1cc(=O)oc2c(C)c(OCC(=O)N3CCC(C(=O)O)CC3)ccc12	-12.1%	17.6%	-16.7%
CCOC(=O)c1c(CN(C)C)n(-c2ccccc2)c2cc(Br)c(OC)cc12	-12.2%	?	-3.0%
O=C1CC(c2ccccc2)Cc2[nH]c(=O)c(C(=O)O)cc21 (stereo unspecified)	·	5.4%	6.8%
Cc1cc(C)cc(N(CC(=O)Nc2cccc(C)n2)S(=O)(=O)c2c(C)noc2C)c1	4.8%	20.6µM*	-22.1%
Cc1ccc2[nH]c3c(c2c1)CN(C)CC3	-18.9%	-0.4%	9.0%
COc1ccccc1N(CC(=O)N(C)Cc1ccccc1)S(=O)(=O)c1cccs1	·	-6.4%	14.7%
CCOc1cc(/C=C2/NC(=S)NC2=O)ccc1OCc1ccc([N+](=O)[O-])cc1	-4.9%	?	-4.5%
COc1cc2[nH]c(=O)n(CCCCCC(=O)NCCc3ccccc3)c(=O)c2cc1OC	·	-16.4%	13.8%
COc1ccc(Cl)cc1Nc1nc(C)cc(C)c1C(N)=O	5.0%	1.8%	-3.3%
CCCCCNC(=O)CCCCn1c(=O)[nH]c2cc(OCC)c(OCC)cc2c1=O	5.3%	-22.2%	-6.2%
CCCN1C(=O)c2ccccc2NC1c1ccc(OC)c(COc2cccc(OC)c2)c1 (stereo unspecified)	·	?	-12.0%
Cc1cc(C(=O)NCCCN(C)C)c2ccccc2n1	-1.8%	-3.5%	-1.3%
Cc1ccc(C(=O)Nc2c(C)cc(-c3ccccc3)oc2=O)cc1	8.3%	-15.0%	8.3%
O=C(CCC1COc2ccccc2O1)Nc1cccnc1 (stereo unspecified)	1.1%	0.0%	7.5%
CN(C)C(=O)COc1ccc(C(=O)/C=C/c2cccnc2)cc1	-1.5%	16.4µM*	5.6%

One compound at a time (already shown):
CCOC(=O)c1c(CN(C)C)n(-c2ccccc2)c2cc(Br)c(OC)cc12 is listed as N370S GC = -12.2%; DT40 TDP1 CPT = ?; FEN1 inhibitor = -3.0%
Cc1cc(=O)oc2c(C)c(OCC(=O)N3CCC(C(=O)O)CC3)ccc12 is listed as N370S GC = -12.1%; DT40 TDP1 CPT = 17.6%; FEN1 inhibitor = -16.7%
COc1ccccc1N(CC(=O)N(C)Cc1ccccc1)S(=O)(=O)c1cccs1 is listed as N370S GC = ·; DT40 TDP1 CPT = -6.4%; FEN1 inhibitor = 14.7%

Next part:
SMILES	N370S GC	DT40 TDP1 CPT	FEN1 inhibitor
CCCCC(=O)Nc1ccc(C(=O)NCCN2CCOCC2)cc1	-3.0%	1.9%	4.8%
COC(=O)c1ccccc1NC(=O)C1CC(=O)N(c2ccc(OC)cc2)C1 (stereo unspecified)	1.4%	-0.2%	16.5%
CCOC(=O)c1ccc(NC(=O)CSc2nc3c([nH]c4ccccc43)c(=O)n2C)cc1	·	8.2µM*	-4.9%
COc1ccccc1C1NC(c2ccc3c(c2)OCO3)=CC(c2cc(Cl)ccc2O)N1 (stereo unspecified)	·	7.94µM*	0.7%
S=C(NC1CC1)N1CCN(C(=S)NC2CC2)CC1	4.1%	-15.9%	21.4%
CCOCCCn1c(SCC(=O)N(C)C2CCS(=O)(=O)C2)nc2ccccc2c1=O (stereo unspecified)	-4.0%	?	-1.6%
CC12CCC(=O)N1C(C(=O)Nc1nccs1)CS2 (stereo unspecified)	1.6%	1.0%	-1.4%
COc1ccc(Cl)cc1NCc1nnc2n1CCCCC2	·	-1.1%	34.1%
O=C(CCC1CCCN(c2ncccn2)C1)N1CCN(c2ccccn2)CC1 (stereo unspecified)	4.6%	?	11.9%
CC(C)(C)NC(=O)c1ccc2c(c1)N(CC(=O)N1CCCCC1)C(=O)C(C)(C)O2	0.9%	11.6%	2.3%
Cc1ccc(OC(=O)COc2ccccc2C)cc1	-4.5%	7.9%	-6.5%
COC(=O)c1c(NC(=O)CCc2ccc(C)o2)sc(C)c1C	19.3%	?	-7.5%
COc1cccc(-c2nc(CS(=O)CC(=O)NC(C)CCc3ccccc3)c(C)o2)c1 (stereo unspecified)	7.8%	?	10.9%
CC1CCCN(C(=O)Cc2cn(Cc3cccc(Cl)c3)c3ccccc23)C1 (stereo unspecified)	2.6%	?	-17.2%
CCOCC(=O)N1CCc2ccccc21	1.0%	-0.4%	-0.1%
O=C(N/N=C/c1ccc(Cl)cc1Cl)c1ccc(-n2cnnn2)cc1	·	0.1%	-4.2%
CCCN(CCC)CCNC(=O)CS(=O)Cc1nc(-c2ccc(C)cc2)oc1C (stereo unspecified)	?	-26.5%	2.9%
CC(=O)Nc1ccc(NC(=O)CCc2ccc(C)o2)cc1	-6.5%	-2.3%	20.8%
COc1ccc(OC)c(-c2cc(-c3cccnc3)nc(N)c2C#N)c1	1.5%	0.92µM*	-7.7%
CCCNC(=O)N1CCC(C(=O)c2cccc(F)c2)CC1	3.5%	0.9%	2.7%

Structures above that have a thiophene ring, fused or not, in the order listed:
SMILES	N370S GC	DT40 TDP1 CPT	FEN1 inhibitor
COc1ccccc1N(CC(=O)N(C)Cc1ccccc1)S(=O)(=O)c1cccs1	·	-6.4%	14.7%
COC(=O)c1c(NC(=O)CCc2ccc(C)o2)sc(C)c1C	19.3%	?	-7.5%

Part of the list above in order of molar mass, rising.
SMILES	N370S GC	DT40 TDP1 CPT	FEN1 inhibitor
CCCNC(=O)N1CCC(C(=O)c2cccc(F)c2)CC1	3.5%	0.9%	2.7%
CC(C)(C)NC(=O)c1ccc2c(c1)N(CC(=O)N1CCCCC1)C(=O)C(C)(C)O2	0.9%	11.6%	2.3%
COc1ccccc1N(CC(=O)N(C)Cc1ccccc1)S(=O)(=O)c1cccs1	·	-6.4%	14.7%
COc1cc2[nH]c(=O)n(CCCCCC(=O)NCCc3ccccc3)c(=O)c2cc1OC	·	-16.4%	13.8%

(listing goes on)
SMILES	N370S GC	DT40 TDP1 CPT	FEN1 inhibitor
COCCNC(=O)c1ccc2c(c1)N(Cc1cccc(Cl)c1)C(=O)c1ccccc1S2(=O)=O	·	?	-10.9%
O=C(O)c1ccccc1C(=O)Nc1cccc([N+](=O)[O-])c1	5.5%	-0.6%	-15.9%
O=C(/C=C/c1ccc(Cl)cc1Cl)n1cccn1	-5.1%	?	-7.2%
CCOC(=O)CSc1c(-c2ccc(Cl)cc2)[nH]c2ccccc12	-7.0%	?	-14.5%
COc1cc(C2NC(=O)c3c(sc4c3CCN(C)C4)N2)cc(Br)c1OC(=O)c1ccc(C)cc1 (stereo unspecified)	·	?	-8.3%
CN(C)Cc1ccc(O)c(CCc2ccccc2)n1	-5.0%	-20.1%	-10.8%
COc1ccc(-n2c(SCC(=O)N(C)C3CCS(=O)(=O)C3)nc3ccc(O)cc3c2=O)cc1OC (stereo unspecified)	·	19.0%	-5.0%
CCOC(=O)CC1=C(C#N)C(c2cccnc2)C(C(=O)OCC)=C(N)O1 (stereo unspecified)	-10.5%	-19.5%	-1.4%
O=C(O)c1cccc(NC(=S)N/N=C/c2cccc(O)c2)c1	-7.6%	12.9%	-1.2%
CC1CCCN(CCCNC(=O)c2ccc3c(c2)N(Cc2ccc(F)cc2)C(=O)c2ccccc2S3=O)C1 (stereo unspecified)	-10.4%	16.4µM*	-13.1%
Cc1cc(C)c(C(=O)NC2CCCc3c2cnn3-c2cccc(C)c2C)o1 (stereo unspecified)	-4.8%	20.6µM*	-14.8%
COc1cccc(N2CCN(C(=O)Cn3cnc4onc(-c5ccc(F)cc5)c4c3=O)CC2)c1	·	23.1µM*	9.8%
Cc1ccc(/C=C/C(=O)N2CCC(Cc3ccccc3)CC2)cc1	16.0%	?	-23.6%
NS(=O)(=O)c1ccc(CNC(=O)c2cc(=O)[nH]c3ccccc23)cc1	-1.1%	1.8%	-0.9%
Cc1ccc(-n2c(SCC(=O)NCCN3C(=O)CSC3=O)nnc2-c2ccccc2)cc1C	-17.9%	-29.3%	2.0%
Cc1cc(NC(=O)Cn2ccc([N+](=O)[O-])n2)no1	-2.9%	1.0%	-8.8%
COC(=O)c1ccc(CSc2nc3cc(Cl)ccc3o2)cc1	23.7%	-6.1%	7.2%
Cn1c(=O)c2c(nc(NCC3CCCC(CN)C3)n2Cc2ccc(Cl)cc2Cl)n(C)c1=O (stereo unspecified)	-9.9%	4.61µM*	4.1%
CCc1nnc(N/N=C/c2cc(C)c(C)cc2C)n1N	-3.9%	-106.5%	-10.2%
CC(=O)NS(=O)(=O)c1ccc(NC(=O)c2ccc(-n3nc(C)cc3C)cc2)cc1	-4.7%	-0.7%	-2.6%
CCOC(=O)N1CCN(C(=O)Nc2ccccc2Cl)CC1	-8.2%	-29.0%	-4.5%
O=C(Nc1ccc(-c2cscn2)cc1)C1CCCN(Cc2ccc(CO)o2)C1 (stereo unspecified)	-14.5%	-16.9%	-1.5%
CCOC(=O)c1nc(C)n(-c2cc(Cl)cc(Cl)c2)n1	-22.8%	-18.3%	-2.4%
O=C(NCC(=O)N1CCN(c2cccc(Cl)c2)CC1)c1ccc(Br)o1	1.4%	?	11.5%
CCOC(=O)C1=C(N)N2C(=O)C(C)SC2=C(C(=O)OCC)C1c1ccc(O)cc1 (stereo unspecified)	15.4%	-10.0%	-8.9%
CCOc1ccc(NC(=O)CN(C)S(=O)(=O)c2ccc3c(c2)c(=O)n(C)c(=O)n3C)cc1	·	3.1%	-17.1%
Cc1cccc(C(=O)N2[C@@H](C(C)C)COc3cc(Br)ccc3S2(=O)=O)c1	·	?	4.5%
COc1ccc(CNC(=O)CN(Cc2ccc(OC)cc2)C(=O)CCC(=O)Nc2nccs2)cc1	-11.5%	-4.6%	-2.6%
NS(=O)(=O)c1ccc(Nc2nc(-c3ccc(O)cc3O)cs2)cc1	-9.1%	-3.8%	-31.9%
Cc1nnc(C)c2c(C)n(-c3ccccc3N)c(C)c12	0.3%	20.6µM*	-19.3%
COc1ccc(-n2ncc3c(NC(C)(C)CO)ncnc32)cc1	·	-19.8%	6.7%
CCc1ccc(-c2nc(CS(=O)CC(=O)NCCc3ccc(Cl)cc3)c(C)o2)cc1 (stereo unspecified)	·	?	-0.1%
O=C(NCCN1C(=O)S/C(=C\c2ccc(Cl)cc2)C1=O)C1=COCCO1	·	-24.0%	6.6%
COc1cc(NC(=O)c2cc3c(C)nc4ccccc4c3o2)cc(OC)c1OC	-6.2%	8.2µM*	?
CCOc1ccc(N2C(=O)c3cccnc3C2Nc2ccc(F)cc2)cc1 (stereo unspecified)	-13.3%	-21.6%	-2.6%
COc1ccc(NC(=O)NC2CCCc3ccccc32)cc1 (stereo unspecified)	-11.8%	?	-2.3%
O=C(Cc1ccccc1)N/N=C/c1cc(Br)cs1	-1.5%	-16.9%	-0.4%
Cc1ccc(-n2ncc3c(=O)n(CC(=O)N4CCN(c5ccccc5)CC4)cnc32)cc1C	7.8%	-28.0%	2.0%
C/C(=N\N=C1\NC(=O)CC(C(=O)O)S1)c1cccs1 (stereo unspecified)	0.9%	-12.8%	-8.0%
O=C1OCC2=C1C(c1cccc(Cl)c1)CC(=O)N2c1ccc(C(F)(F)F)cc1 (stereo unspecified)	·	-5.9%	-0.5%
Clc1ccc(OCc2nn[nH]n2)cc1	2.9%	5.7%	22.9%
Cn1ncc([N+](=O)[O-])c1C(=O)n1nnc2ccccc21	3.0%	-25.8%	-13.7%
NC(=O)NOCc1ccccc1F	0.6%	-10.7%	-2.3%
CCN(CC)CCCNC1CCS(=O)(=O)C1 (stereo unspecified)	2.4%	-28.7%	-1.8%
CC(C)c1ccc(C(=O)N(c2ccccn2)C(C)c2ccco2)cc1 (stereo unspecified)	-3.3%	?	-8.2%
Cc1cccc2c(N)c3c(nc12)N(C)CC3	25.9%	8.2µM*	-22.2%
O=c1[nH]c(C2C3CC4CC(C3)CC2C4)nc2ccccc12 (stereo unspecified)	?	-29.7%	2.6%
CC(C)CCNC(=O)CCC(=O)N1Cc2ccccc2Oc2ncccc21	·	-16.5%	-11.5%
Cc1ccc(CNC(=O)Cn2cc(C(F)(F)F)ccc2=O)cc1	3.7%	9.0%	-0.7%
COc1ccccc1/C=N\Nc1cn[nH]c(=O)c1Cl	-8.9%	7.3%	-5.9%
O=C(NC1CCCCC1)c1cc(C2CC2)nn1-c1ccccc1	·	16.4µM*	12.9%

Source: PubChem BioAssay (National Center for Advancing Translational Sciences (NCATS))
